Myeloid diff 2: myeloid differentiation induction; ER-HoxA9 myeloid progenitors, lysozyme-GFP differentiation, flow cytometry; calls only at 10 µM; actives 1% (n = 360,000);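 active = normalized GFP-positive differentiation at or above the plate's own cutoff, the solvent-only control mean plus 3 SD; inconclusive = no clear call, values can overlap the other calls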;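 note: cells exposed to compound for four days before flow analysis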
SV40 large T antigen: SV40 large T antigen inhibitors, biochemical (AID 1903); SV40 large T antigen ATPase/helicase inhibition assay; higher % means a stronger effect; inhibition, % at 20 µM; hits with a dose series show IC50 in µM; actives 0.39% (n = 310,000); in the data active = a potency from the dose series; inconclusive = inhibition mostly from about 32% at the one dose, without a potency; inactive = the rest, 99 in 100 with inhibition below about 32%; note: strong numbers were not always called active
Salmonella PhoP GFP: PhoP-dependent GFP reporter repression – Salmonella Typhimurium, primary screen (AID 1863); S. Typhimurium PhoP-regulated promoter GFP reporter, 4 h; higher % means a stronger effect; one-dose inhibition, % at 50 µM; IC50 in µM for titrated hits; actives 0.16% (n = 300,000);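 active = inhibition over 29.93%, a cutoff 3 SD above the screen mean, later confirmed by dose response; inconclusive = inhibition over 29.93% but no dose response follow-up; inactive = inhibition at most 29.93% or unconfirmed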;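 note: 0% = low Mg2+ inducing control and 100% = high Mg2+ repressing control; strong numbers were not always called active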
K1F lysis inhibition: protection from phage-mediated lysis, alamar blue read-out – E. coli UTI89, K1F phage, bacterial capsule biogenesis inhibitors (AID 488966); one-dose inhibition, % at 100 µM; IC50 in µM for titrated hits; E. coli UTI89 K1F phage lysis, alamar blue, 2 h; higher % means a stronger effect; actives 0.02% (n = 340,000);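 active = phage lysis inhibition, versus mean bacterial control, above a set limit; inconclusive = no clear call, values can overlap the other calls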;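 note: capsule biogenesis inhibitors block K1F phage lysis so surviving cells raise fluorescence; higher fluorescence means more inhibition of phage lysis; actives were called in the ten point dose series up to 300 µM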
NTR1 agonist: agonists of NTR1, primary screen, imaging, U2OS cells, beta-arrestin-GFP, high content (AID 493036); P30989; activation, % at 20 µM; NTR1-U2OS beta-arrestin-GFP spot imaging, agonist mode; actives 0.17% (n = 330,000);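 active = activation at or above 40% of the spot to cytoplasm intensity ratio, with at least 20 cells analyzed; inconclusive = wells under 20 cells, flagged as cytotoxic or low count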;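 note: 0% = DMSO without peptide and 100% = 100 nM NTR1 peptide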
Target sequence (P30989 whole entry, looked up): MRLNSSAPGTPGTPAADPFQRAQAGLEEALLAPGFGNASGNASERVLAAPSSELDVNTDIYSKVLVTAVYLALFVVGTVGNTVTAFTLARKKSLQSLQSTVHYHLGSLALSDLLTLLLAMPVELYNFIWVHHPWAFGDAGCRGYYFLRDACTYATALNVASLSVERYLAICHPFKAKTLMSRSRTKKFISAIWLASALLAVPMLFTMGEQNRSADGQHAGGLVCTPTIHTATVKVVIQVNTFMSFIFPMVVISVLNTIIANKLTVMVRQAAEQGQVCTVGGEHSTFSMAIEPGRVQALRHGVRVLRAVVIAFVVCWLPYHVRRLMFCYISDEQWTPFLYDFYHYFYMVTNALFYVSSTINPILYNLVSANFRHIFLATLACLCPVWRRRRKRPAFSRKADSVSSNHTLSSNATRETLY
MgcRacGAP inhibition: MgcRacGAP GTPase-activating activity inhibitors, confirmation, biochemical, ADP Hunter fluorescence. MgcRacGAP-stimulated Rac1 GTP hydrolysis, ADP Hunter fluorescence; higher % means a stronger effect; GST-tagged Rac1 F28L mutant substrate. one-dose inhibition, % at 30 µM; IC50 in µM for titrated hits. actives 0.6% (n = 340,000). AID 624330;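 active = first-screen hits whose inhibition reached a set limit at any dose in the follow-up dose series; inconclusive = inhibition above the set first-screen limit but never retested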;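 note: fluorescence reports GDP produced by GAP-driven GTP hydrolysis; strong numbers were not always called active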
RSV antiviral HEp-2: inhibition of RSV-induced cytopathic effect – HEp-2 cells, primary 10 µM value included (AID 2391); HEp-2 cells, RSV-induced CPE inhibition; higher % means a stronger effect; CPE inhibition, % at 10 µM; hits with a dose series show IC50 in µM; actives 0.13% (n = 310,000); in the data active = a potency from the dose series; inconclusive = CPE inhibition mostly from about 23% at the one dose, without a potency; inactive = the rest, 99 in 100 with CPE inhibition below about 21%; note: strong numbers were not always called active
T cell HTS: T cell immune modulation candidate | calls only at 7 µM | AID 2052 | actives 0.068% (n = 330,000) | 2C CD8+ T cell-vesicle binding, flow cytometry; stronger effect = lower value;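 active = response, share of CD8 T cells binding vesicles, and their 90th percentile fluorescence all below set limits, cut at about 80% in these data, passing the limit was not always enough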
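material = purified 2C TCR transgenic mouse naive CD8+ T cells | controls = Unloaded micro-vesicles (low), QL9 vesicles with 0.7% DMSO (high) | detection = cytometric PE anti-B7-1 and Alexa647 anti-CD8 signals after 1% paraformaldehyde fixation | incubation = binding step 1.5 h, 37 °C, antibody labelling 20 min, ice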
TNAP activation fold: human TNAP enzyme activators, primary screen, biochemical, luminescent, no phosphate acceptor, uHTS (AID 1001); purified TNAP, luminescent activation assay, no phosphate acceptor; higher activation fold means a stronger effect; one-dose activation fold at 20 µM; EC50 in µM for titrated hits; actives 0.03% (n = 200,000); in the data active = activation fold from about 3, or a potency from the dose series; inactive = the rest, 99 in 100 with activation fold below about 1.6; note: many of its hits are not listed in these tables
T cell HTS vesicle-bound %: second read-out of T cell HTS, no call of its own (marks repeat the call); double positive events, %; measured here: CD8+ vesicle-bound cell fraction;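 binding gate set so that unloaded-vesicle control wells show 10% double positive cells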
NTR1 agonist cell count 20 µM: recorded beside NTR1 agonist, whose call it bears; cell count; measured here: cell count, cytotoxicity flag
Myeloid diff 2 GFP+ MAC1+ %: also measured in Myeloid diff 2; calls as there; GFP+ MAC1+ double positive, %; measured here: differentiation confirmed by MAC1 staining
Active calls of the source: *; [ ] = dose if it differs, or a comment.

Screening Cc1cc(C(=O)COC(=O)c2cccc(NS(C)(=O)=O)c2)c(C)n1CC1CCCO1 (stereo not given) returned Myeloid diff 2 inactive, K1F lysis inhibition 0.2%[50 µM], NTR1 agonist 0.9, MgcRacGAP inhibition 2%, T cell HTS inactive, T cell HTS vesicle-bound % 8, NTR1 agonist cell count 20 µM 69 and Myeloid diff 2 GFP+ MAC1+ % 0.1.
Cc1noc(C)c1C(=O)OCC(=O)/C=C1\N(C)c2ccccc2C1(C)C was read as Myeloid diff 2 inactive, SV40 large T antigen -3%, Salmonella PhoP GFP -3%, K1F lysis inhibition 0.3%, NTR1 agonist -1.5, MgcRacGAP inhibition 4%, RSV antiviral HEp-2 3.5%, T cell HTS inactive, TNAP activation fold 1.1, T cell HTS vesicle-bound % 25, NTR1 agonist cell count 20 µM 88 and Myeloid diff 2 GFP+ MAC1+ % 0.3.
Screening COc1ccc(C(=O)N2CCc3ccc(NC(=O)c4ccccn4)cc3C2)cc1F returned Myeloid diff 2 inactive, K1F lysis inhibition 13%, NTR1 agonist 1.2, MgcRacGAP inhibition 5%, NTR1 agonist cell count 20 µM 62 and Myeloid diff 2 GFP+ MAC1+ % 0.9.
Cc1cc(C(=O)N/N=C/c2ccc[nH]2)n[nH]1 was read as Myeloid diff 2 inactive, SV40 large T antigen 6%, Salmonella PhoP GFP 18%, K1F lysis inhibition -0.3%, NTR1 agonist -1.4, MgcRacGAP inhibition 5%, RSV antiviral HEp-2 0.9%, T cell HTS inactive, TNAP activation fold 1.3, T cell HTS vesicle-bound % 55, NTR1 agonist cell count 20 µM 86 and Myeloid diff 2 GFP+ MAC1+ % 0.5.
For Cc1ccc(N2CN(Cc3ccco3)CNC2=S)c(C)c1 the results were Myeloid diff 2 inactive, SV40 large T antigen 18%, Salmonella PhoP GFP -4%, K1F lysis inhibition 0.7%[50 µM], NTR1 agonist -1.5, MgcRacGAP inhibition 7%, RSV antiviral HEp-2 0.8%, T cell HTS inactive, TNAP activation fold 0.9, T cell HTS vesicle-bound % 29, NTR1 agonist cell count 20 µM 56 and Myeloid diff 2 GFP+ MAC1+ % 0.7.
Screening COc1ccc(-c2ccc(SCC(=O)c3cccs3)nn2)cc1OC returned Myeloid diff 2 inactive, SV40 large T antigen -1%, Salmonella PhoP GFP -7%, K1F lysis inhibition 0.1%, NTR1 agonist 4.5, MgcRacGAP inhibition -1%, RSV antiviral HEp-2 3.0%, T cell HTS inactive, TNAP activation fold 1.1, T cell HTS vesicle-bound % 22, NTR1 agonist cell count 20 µM 64 and Myeloid diff 2 GFP+ MAC1+ % 0.5.
Screening COc1ccc(/C=c2\s/c(=C/C(=O)c3ccc(C)cc3)[nH]c2=O)c(OC)c1 returned Myeloid diff 2 active, SV40 large T antigen 0%, Salmonella PhoP GFP -62%, K1F lysis inhibition 0.3%, NTR1 agonist -4.1, MgcRacGAP inhibition 5%, RSV antiviral HEp-2 18%, T cell HTS inactive, TNAP activation fold 0.8, T cell HTS vesicle-bound % 48, NTR1 agonist cell count 20 µM 57 and Myeloid diff 2 GFP+ MAC1+ % 4.1*.
`Cc1cc(OCC(=O)OCC(=O)NCc2ccco2)ccc1Cl` gave Myeloid diff 2 inactive, SV40 large T antigen 13%, Salmonella PhoP GFP -8%, K1F lysis inhibition 1.4%[50 µM], NTR1 agonist 1.8, MgcRacGAP inhibition 1%, RSV antiviral HEp-2 0.1%, T cell HTS inactive, T cell HTS vesicle-bound % 32, NTR1 agonist cell count 20 µM 70 and Myeloid diff 2 GFP+ MAC1+ % 0.4.
For CCCCn1c(N)c(N(CC(C)C)C(=O)Cn2c(=O)oc3ccccc32)c(=O)[nH]c1=O the results were Myeloid diff 2 inactive, SV40 large T antigen 9%, Salmonella PhoP GFP -5%, K1F lysis inhibition 1.2%[50 µM], NTR1 agonist -1.2, MgcRacGAP inhibition 8%, RSV antiviral HEp-2 -0.6%, T cell HTS inactive, T cell HTS vesicle-bound % 34, NTR1 agonist cell count 20 µM 62 and Myeloid diff 2 GFP+ MAC1+ % 0.5.
For COc1ccc(NC(=O)C2CCC(CNc3c(N4CCOCC4)c(=O)c3=O)CC2)cc1Cl (stereo not given) the results were Myeloid diff 2 inactive, SV40 large T antigen 10%, Salmonella PhoP GFP -1%, K1F lysis inhibition 0.2%, NTR1 agonist -1.3, MgcRacGAP inhibition 12%, RSV antiviral HEp-2 0.0%, T cell HTS inactive, T cell HTS vesicle-bound % 38, NTR1 agonist cell count 20 µM 61 and Myeloid diff 2 GFP+ MAC1+ % 0.8.
`Cn1nccc1C(=O)OCC(=O)Nc1cccc(Cl)c1` gave Myeloid diff 2 inactive, K1F lysis inhibition 0.4%[50 µM], NTR1 agonist -1.4, MgcRacGAP inhibition 1%, RSV antiviral HEp-2 0.8%, T cell HTS inactive, T cell HTS vesicle-bound % 44, NTR1 agonist cell count 20 µM 87 and Myeloid diff 2 GFP+ MAC1+ % 0.3.
Screening C=CCNC(=O)COc1c(C)ccc(C)c1C returned Myeloid diff 2 inactive, SV40 large T antigen -5%, Salmonella PhoP GFP -11%, K1F lysis inhibition -0.1%, NTR1 agonist 0.1, MgcRacGAP inhibition -1%, RSV antiviral HEp-2 -1.0%, T cell HTS inactive, TNAP activation fold 1.2, T cell HTS vesicle-bound % 32, NTR1 agonist cell count 20 µM 72 and Myeloid diff 2 GFP+ MAC1+ % 0.4.
Screening Cc1nc2c(sc(=S)n2Cc2ccco2)c(=O)n1CC(=O)Nc1ccccc1 returned Myeloid diff 2 inactive, SV40 large T antigen 20%, Salmonella PhoP GFP -7%, K1F lysis inhibition 0.0%, NTR1 agonist 2.9, MgcRacGAP inhibition 1%, RSV antiviral HEp-2 8.6%, T cell HTS inactive, T cell HTS vesicle-bound % 12, NTR1 agonist cell count 20 µM 47 and Myeloid diff 2 GFP+ MAC1+ % 1.4.
CC1(C)C=C(c2ccc(C=O)s2)CC(C)(C)N1 was read as Myeloid diff 2 inactive, SV40 large T antigen 6%, Salmonella PhoP GFP 10%, K1F lysis inhibition -0.5%, NTR1 agonist -1.0, MgcRacGAP inhibition 9%, RSV antiviral HEp-2 1.6%, T cell HTS inactive, TNAP activation fold 1.1, T cell HTS vesicle-bound % 50, NTR1 agonist cell count 20 µM 65 and Myeloid diff 2 GFP+ MAC1+ % 2.8.
N#Cc1c(Cc2cccc3ccccc23)nn(CCO)c1N was read as Myeloid diff 2 inactive, SV40 large T antigen 13%, Salmonella PhoP GFP -4%, K1F lysis inhibition -0.6%, NTR1 agonist -2.8, MgcRacGAP inhibition 5%, RSV antiviral HEp-2 1.2%, T cell HTS inactive, T cell HTS vesicle-bound % 40, NTR1 agonist cell count 20 µM 98 and Myeloid diff 2 GFP+ MAC1+ % 2.6.
`COC(=O)N/N=C/c1cc(N=Nc2ccccc2Cl)ccc1O` gave Myeloid diff 2 inactive, SV40 large T antigen 6%, Salmonella PhoP GFP -11%, K1F lysis inhibition -0.2%, NTR1 agonist 1.8, MgcRacGAP inhibition -6%, RSV antiviral HEp-2 inconclusive, T cell HTS inactive, T cell HTS vesicle-bound % 22, NTR1 agonist cell count 20 µM 65 and Myeloid diff 2 GFP+ MAC1+ % 0.0.
`CCN(C(=O)c1ccc(NC(C)=O)cc1)c1ccccc1` gave Myeloid diff 2 inactive, SV40 large T antigen 7%, Salmonella PhoP GFP 0%, K1F lysis inhibition -0.7%, NTR1 agonist 2.6, MgcRacGAP inhibition -7%, RSV antiviral HEp-2 1.5%, T cell HTS inactive, TNAP activation fold 1.1, T cell HTS vesicle-bound % 41, NTR1 agonist cell count 20 µM 59 and Myeloid diff 2 GFP+ MAC1+ % 2.3.
`CSc1nnnn1-c1ccc(C(=O)O)cc1` gave Myeloid diff 2 inactive, SV40 large T antigen 3%, Salmonella PhoP GFP -5%, K1F lysis inhibition 6.9%, NTR1 agonist -0.6, MgcRacGAP inhibition 1%, RSV antiviral HEp-2 2.2%, T cell HTS inactive, TNAP activation fold 1, T cell HTS vesicle-bound % 55, NTR1 agonist cell count 20 µM 30 and Myeloid diff 2 GFP+ MAC1+ % 0.3.
For Cc1ccccc1NC(=O)c1cc[n+]([O-])cc1 the results were Myeloid diff 2 inactive, SV40 large T antigen 5%, Salmonella PhoP GFP -2%, K1F lysis inhibition 0.4%, NTR1 agonist 0.4, MgcRacGAP inhibition 6%, RSV antiviral HEp-2 12%, T cell HTS inactive, T cell HTS vesicle-bound % 38, NTR1 agonist cell count 20 µM 42 and Myeloid diff 2 GFP+ MAC1+ % 0.6.
Cc1ccc(Nc2cc(C)nc3ncnn23)c(C)c1 was read as Myeloid diff 2 inactive, SV40 large T antigen -1%, Salmonella PhoP GFP 1%, K1F lysis inhibition 0.3%, NTR1 agonist 1.6, MgcRacGAP inhibition 7%, RSV antiviral HEp-2 1.6%, T cell HTS inactive, T cell HTS vesicle-bound % 17, NTR1 agonist cell count 20 µM 78 and Myeloid diff 2 GFP+ MAC1+ % 0.3.
`CC12CCC(C(=O)NNc3ccccc3)(C(=O)C1=O)C2(C)C` (stereo not given) gave Myeloid diff 2 inactive, SV40 large T antigen 21%, Salmonella PhoP GFP -3%, K1F lysis inhibition 0.5%, NTR1 agonist -0.6, MgcRacGAP inhibition 10%, RSV antiviral HEp-2 -1.3%, T cell HTS inactive, T cell HTS vesicle-bound % 37, NTR1 agonist cell count 20 µM 60 and Myeloid diff 2 GFP+ MAC1+ % 0.2.
Screening O=C(NNS(=O)(=O)c1ccccc1)C(O)(c1ccccc1)c1ccccc1 returned Myeloid diff 2 inactive, SV40 large T antigen 7%, Salmonella PhoP GFP 4%, K1F lysis inhibition 3.2%, NTR1 agonist -1.3, MgcRacGAP inhibition -2%, RSV antiviral HEp-2 0.5%, T cell HTS inactive, TNAP activation fold 1, T cell HTS vesicle-bound % 45, NTR1 agonist cell count 20 µM 50 and Myeloid diff 2 GFP+ MAC1+ % 0.3.
Screening Cc1cc(C(=O)Nc2ccc(S(=O)(=O)N3CCCC3)cc2)cs1 returned Myeloid diff 2 inactive, SV40 large T antigen 4%, Salmonella PhoP GFP 8%, K1F lysis inhibition -1.3%, NTR1 agonist 1.1, MgcRacGAP inhibition 10%, RSV antiviral HEp-2 2.3%, T cell HTS inactive, TNAP activation fold 1.1, T cell HTS vesicle-bound % 20, NTR1 agonist cell count 20 µM 65 and Myeloid diff 2 GFP+ MAC1+ % 6.8.

Compound activity: PubChem, several laboratories
